KDM5B inhibitor = inhibitors of human KDM5B histone demethylase; Q9UGL1; KDM5B demethylase, FDH-coupled NADH fluorescence (FDH is formaldehyde dehydrogenase); Potency, µM (doses to about 57.7 µM), inactives show top-dose activity change, negative = inhibition, usual class: inhibitors; 220,000 compounds, 2.6% hits; active = well fitted inhibition curve with a large enough effect; inconclusive = small, poorly fitted or top-dose-only effect; inactive = no such curve, though single readings can be large or run the other way; note: 0% is about no effect; nearly all actives have a fitted effect of over 70% in size
Target sequence (Q9UGL1 whole entry, looked up): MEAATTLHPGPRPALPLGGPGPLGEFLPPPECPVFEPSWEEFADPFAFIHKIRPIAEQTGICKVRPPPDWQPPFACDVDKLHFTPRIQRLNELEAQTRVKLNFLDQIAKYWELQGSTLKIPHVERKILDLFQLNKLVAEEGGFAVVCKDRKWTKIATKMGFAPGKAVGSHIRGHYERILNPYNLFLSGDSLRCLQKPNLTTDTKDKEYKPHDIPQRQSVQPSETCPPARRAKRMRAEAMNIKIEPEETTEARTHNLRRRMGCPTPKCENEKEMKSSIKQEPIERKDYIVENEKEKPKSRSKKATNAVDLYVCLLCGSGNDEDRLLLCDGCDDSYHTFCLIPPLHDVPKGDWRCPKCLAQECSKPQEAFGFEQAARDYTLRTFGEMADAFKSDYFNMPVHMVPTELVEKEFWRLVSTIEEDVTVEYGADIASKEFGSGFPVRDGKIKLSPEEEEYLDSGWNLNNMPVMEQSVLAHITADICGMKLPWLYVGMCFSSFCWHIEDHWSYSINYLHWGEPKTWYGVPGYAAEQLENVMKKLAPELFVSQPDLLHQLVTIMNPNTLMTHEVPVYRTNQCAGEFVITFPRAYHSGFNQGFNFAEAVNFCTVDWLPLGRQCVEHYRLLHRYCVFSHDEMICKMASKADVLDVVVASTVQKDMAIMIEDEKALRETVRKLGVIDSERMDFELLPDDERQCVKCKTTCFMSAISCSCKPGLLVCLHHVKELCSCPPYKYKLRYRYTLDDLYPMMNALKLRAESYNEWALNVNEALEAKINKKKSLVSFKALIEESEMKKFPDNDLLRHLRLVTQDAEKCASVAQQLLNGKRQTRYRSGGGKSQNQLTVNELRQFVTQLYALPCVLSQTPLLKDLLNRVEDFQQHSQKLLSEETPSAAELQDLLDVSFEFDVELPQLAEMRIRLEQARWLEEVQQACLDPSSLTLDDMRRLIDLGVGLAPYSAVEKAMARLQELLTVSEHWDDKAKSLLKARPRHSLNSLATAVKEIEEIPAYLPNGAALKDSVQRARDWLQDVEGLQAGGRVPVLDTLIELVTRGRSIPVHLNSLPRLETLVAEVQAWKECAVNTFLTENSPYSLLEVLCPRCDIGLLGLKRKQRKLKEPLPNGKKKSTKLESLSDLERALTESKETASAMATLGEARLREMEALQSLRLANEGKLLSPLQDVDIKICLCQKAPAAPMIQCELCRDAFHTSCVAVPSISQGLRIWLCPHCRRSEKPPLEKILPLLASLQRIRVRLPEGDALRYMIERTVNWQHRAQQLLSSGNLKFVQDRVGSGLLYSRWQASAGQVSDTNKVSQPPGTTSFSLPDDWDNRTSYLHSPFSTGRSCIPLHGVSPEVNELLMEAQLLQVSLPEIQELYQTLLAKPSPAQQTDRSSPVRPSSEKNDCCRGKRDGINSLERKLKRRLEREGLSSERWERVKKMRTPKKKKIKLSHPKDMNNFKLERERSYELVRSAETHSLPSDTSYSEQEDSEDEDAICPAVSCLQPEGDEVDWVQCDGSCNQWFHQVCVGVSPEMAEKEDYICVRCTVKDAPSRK
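qHTS format, multiple compound concentrations. Buffer 50 mM HEPES pH 7.5/0.01% Tween-20; 200 nM KDM5BΔAP final; 10 min compound preincubation; substrate-mix levels 12.5 µM peptide, 25 µM α-KG, 0.25 mM NAD⁺; 30 min RT; ΔRFU.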
* hit, by the source's call; i = inactive; ? = inconclusive; & = joins results of further samples; [ ] = another dose, or the depositor's remark. Potency is the fitted concentration of half-maximal effect.

The opening 14 entries as a preview:
SMILES	KDM5B inhibitor
Cn1cc(C(=O)N2CCN(S(=O)(=O)c3cccc(Br)c3)CC2)c2ccccc21	5%
O=C1NCCCCCCN(Cc2ccncc2)[C@@H]2CN(C(=O)Nc3ccccc3)CC[C@H]12	?
O=c1cc(N2CCOCC2)oc2c(NCc3cnccn3)nccc12	35µM*
CN1CCC(Oc2nccnc2N2CCc3ccccc3C2)C1 (stereo not given)	-20%
Cc1cc(/C=C(\C#N)C(=O)Nc2ccccc2)c(C)n1-c1ccc(F)cc1	-12%
C#CCN(C)C(=O)[C@@H]1CCCN1[C@H](CC(C)C)C(=O)NC	8%[86.2 µM]
Cc1ccccc1-c1noc(CCC(=O)Nc2cccc(C)c2C)n1	-2%
O=C(Cc1c[nH]c2ccccc12)Nc1cccc(F)c1	14%
CN1CCN([C@H]2[C@@H]3OC[C@@H](O3)[C@@H](NC(=O)Nc3ccccc3)[C@@H]2O)CC1	8%[86.2 µM]
CCCC(NC(=O)C(C)Sc1nnnn1C1CC1)c1ccccc1 (stereo not given)	24%
CC(C)c1noc(C2CCCN(C(=O)C3CC3)CCC(=O)NCC2)n1 (stereo not given)	2%
CCOC(=O)CNC(=O)Nc1cc(C(=O)NCc2ccc(C(C)C)cc2)ccc1N1CCCC1	-24%&-7%
Cc1ccc(C(=O)N2CCC(CCC(=O)NC3CC3)CC2)cc1	0%
Cc1nc2cc(NC(C)C(=O)Nc3ccccc3C#N)ccc2o1 (stereo not given)	?

The listing, repeating the preview:
SMILES	KDM5B inhibitor
Cn1cc(C(=O)N2CCN(S(=O)(=O)c3cccc(Br)c3)CC2)c2ccccc21	5%
O=C1NCCCCCCN(Cc2ccncc2)[C@@H]2CN(C(=O)Nc3ccccc3)CC[C@H]12	?
O=c1cc(N2CCOCC2)oc2c(NCc3cnccn3)nccc12	35µM*
CN1CCC(Oc2nccnc2N2CCc3ccccc3C2)C1 (stereo not given)	-20%
Cc1cc(/C=C(\C#N)C(=O)Nc2ccccc2)c(C)n1-c1ccc(F)cc1	-12%
C#CCN(C)C(=O)[C@@H]1CCCN1[C@H](CC(C)C)C(=O)NC	8%[86.2 µM]
Cc1ccccc1-c1noc(CCC(=O)Nc2cccc(C)c2C)n1	-2%
O=C(Cc1c[nH]c2ccccc12)Nc1cccc(F)c1	14%
CN1CCN([C@H]2[C@@H]3OC[C@@H](O3)[C@@H](NC(=O)Nc3ccccc3)[C@@H]2O)CC1	8%[86.2 µM]
CCCC(NC(=O)C(C)Sc1nnnn1C1CC1)c1ccccc1 (stereo not given)	24%

Rewritten with each value named: part of the list above
Molecule: C#CCN(C)C(=O)[C@@H]1CCCN1[C@H](CC(C)C)C(=O)NC
  KDM5B inhibitor = 8%[86.2 µM]
Molecule: Cc1ccccc1-c1noc(CCC(=O)Nc2cccc(C)c2C)n1
  KDM5B inhibitor = -2%

Continued:
SMILES	KDM5B inhibitor
CC(C)c1noc(C2CCCN(C(=O)C3CC3)CCC(=O)NCC2)n1 (stereo not given)	2%
CCOC(=O)CNC(=O)Nc1cc(C(=O)NCc2ccc(C(C)C)cc2)ccc1N1CCCC1	-24%&-7%
Cc1ccc(C(=O)N2CCC(CCC(=O)NC3CC3)CC2)cc1	0%
Cc1nc2cc(NC(C)C(=O)Nc3ccccc3C#N)ccc2o1 (stereo not given)	?
COc1ccc(C(=O)N2CCCC(Cn3c(C)nc4cccnc43)C2)c(OC)c1 (stereo not given)	9%
CN(Cc1ccccc1)C(=O)CN1C(=O)COc2ccc(C(=O)COc3ccc(F)cc3)cc21	0%
CCc1nnsc1C(=O)NC(C)c1cccc(OC(C)C)c1 (stereo not given)	11%
COCc1noc(Cn2ncc(N(C)CCc3ccccc3)cc2=O)n1	?
COc1ccc(C2Cn3nnc(-c4noc(CCc5cccc(OC)c5)n4)c3CO2)cc1 (stereo not given)	-9%
Cc1nnc(-c2cc(N3CCN(c4ccccn4)CC3)ccn2)n1C(C)C	-17%[86.2 µM]
CC(=O)N(C)c1ccc(NC(=O)CN(C)Cc2cccc3ncccc23)cc1	25%
Cc1ccc(CNC(=O)CN2C(=O)COc3ccccc32)cc1	11%
COc1ccc(Cl)cc1NC(=O)Cn1ncc2c3ccccc3n(C)c2c1=O	-12%
C=CCNC(=O)N[C@H]1CCN(C(=O)CSC)[C@@H]1C(=O)N[C@H](Cc1ccccc1)C(N)=O	0%
Cc1onc(-c2c(F)cccc2Cl)c1C(=O)ONC(=O)c1ccccc1	-23%
COc1ccccc1CCNC(=O)C(=O)NCC(c1ccco1)S(=O)(=O)c1ccccc1 (stereo not given)	-46%
CCN(CC)Cc1cnc2c(C(=O)N3CC[C@H]4CC[C@@H](C3)N4)cnn2c1	-1%
COCCn1c(SCC(=O)Nc2ccccc2)nnc1-c1ccoc1C	8%
O=C(Nc1ccc(Cl)cc1Cl)c1cn2c(n1)CN([S+](=O)([O-])c1cccc(C(F)(F)F)c1)CC2	13%[115 µM]
CC(C)c1ccc(CC(=O)N2CCCc3ncc(C(=O)Nc4cccc(Cl)c4)cc32)cc1	28µM*
COc1cccc(Cn2nnc3c(=O)[nH]c(C4CCCN(C(=O)c5ccc(C)cc5)C4)nc32)c1 (stereo not given)	16%
Cc1ccsc1CN1CCC2(CC1)Cc1ccccc1CNC2=O	28%[149 µM]
Cc1nc(/C(N)=N/OC(=O)c2c(-c3ccccc3Cl)noc2C)cs1	-5%
CC1=NS(=O)(=O)N(C)C=C1C(=O)OCc1nc(-c2cccc(F)c2)no1	6%
CCOC(=O)c1ccc(NC(=O)C2CC(=O)N(c3ccc(C(C)C)cc3)C2)cc1 (stereo not given)	?
Fc1ccc(OCc2nc(C3CCNCC3)no2)cc1	-15%
COc1ccccc1C(=O)N1CCN(c2nc3nc(C)ccc3o2)CC1	-30%
C=CCn1c(-n2nc(C)c(C)c2C)nc2c1c(=O)n(CCN1CCCCC1)c(=O)n2C	-11%
CC(=O)N1CCC(N2CCOC[C@H]2c2ncc(-c3ccncc3)[nH]2)CC1	5%[86.2 µM]
O=C(O)CSCC(=O)NCc1c(Cl)cccc1Oc1ccccc1	27%
CN(C(=O)c1ccc2c(c1)N(Cc1ccccc1F)C(=O)c1ccccc1S2(=O)=O)C1CCCCC1	-24%
CCOc1ccc(CN2CCN(c3ncnc4sc5c(c34)CC(C)CC5)CC2)cc1 (stereo not given)	2%[11.5 µM]
O=C(c1ccccc1)N1CCC2(CC1)CC(N(Cc1ccc(F)cc1)C1CC1)CCO2 (stereo not given)	-5%
Cc1ccccc1NC1CCn2c(nc(C)c2C(=O)Nc2ccccc2)C1 (stereo not given)	-6%[86.2 µM]
CC1(C)[C@H](Cc2cc(CO)on2)C[C@@H]1NS(=O)(=O)c1ccccc1	-27%[86.2 µM]
COc1cc(NC(=O)c2ncoc2-c2cccc(Cl)c2)cc(OC)c1	?
CN(C)CCOc1ccccc1-c1ccc(C#N)cc1	32µM*
CCOC(=O)CSc1nc(C)c2ccccc2n1	-28%
COc1cccc(N2CC(C(=O)NCc3ccc(F)cc3)NC2=O)c1 (stereo not given)	2%[86.2 µM]
COc1ccc(OC)c(CNCc2c(C(=O)O)c(C)n(Cc3c(C)cc(C)cc3C)c2C)c1	-5%
CCCOc1ccc(-c2nonc2NC(=O)c2oc3ccc(Cl)cc3c2C)cc1OCCC	-8%
COc1ccc(-c2noc(-c3cccn3CC(=O)N3CCOc4ccc(C)cc43)n2)cc1F	-22%
COc1ccc(Br)cc1CNC(=O)C1CCN(c2nnc(N3CCCC3=O)s2)CC1	9%
COc1cc(C(=O)NC2CCN(c3cc(-c4ccccc4)[nH]n3)C2)cc(OC)c1OC (stereo not given)	?
COc1ccc(C(=O)N(Cc2nc3nc(C)cc(=O)n3[nH]2)c2ccc(C)cc2)cc1	4%
CCN(C(=O)CN(C)C(c1cccc(F)c1)c1ccccn1)C1CC1 (stereo not given)	-4%
CC(C)CN(CCCNC(=O)CN1C(=O)CSc2ccc(S(=O)(=O)N3CCOCC3)cc21)CC(C)C	-1%
CCOC(=O)C(=CNc1cc(C)ccc1[N+](=O)[O-])C(=O)OCC	-7%
Nc1nc(N2CCC3(CC2)NC(=O)CC3C(=O)O)c2[nH]cnc2n1 (stereo not given)	-11%
CCCc1noc(CN2CCN(c3oc(-c4ccco4)nc3C#N)CC2)n1	i
(continued)
SMILES	KDM5B inhibitor
O=C(NC1CCCc2c1[nH]c1ccc(F)cc21)c1n[nH]c2c1CCCC2 (stereo not given)	2%
CC[C@H]1CN(S(=O)(=O)c2c(C)noc2C)CC[C@H]1CC(=O)N(C)CC#N	3%[86.2 µM]
COC[C@@H]1CN(C(=O)c2cc3ccccc3[nH]2)C[C@H]1c1ccccn1	1%
C=CCOc1ccccc1NC(=O)Cc1ccccc1	15%
Cn1c(=O)[nH]c(=O)c2c1nc(SCCc1ccccc1)n2Cc1ccccc1	10%
COc1cccc(-c2noc(Nc3ccc(OC)c(OC)c3)n2)c1	-18%
COc1ccc(NC(=O)c2c(-c3ccccc3)c(-c3ccccc3)nn(C)c2=O)c(OC)c1	6%
COc1ccccc1CC(=O)NCc1nnc2ccc(C(F)(F)F)cn12	-1%
COc1ccc(CN2C=C(C(=O)OCc3noc(-c4ccccc4C)n3)C(C)=NS2(=O)=O)cc1	-10%
O=C(NCCc1ccccn1)c1ccc2c(c1)CCCC2	10%
COCCNC(=O)c1ccc2c(c1)N(C)C(CC(=O)N1CCCC1)CO2 (stereo not given)	32µM*
COc1cc(-c2nccc3c(=O)cc(N(C)c4ccccc4)oc23)ccn1	-14%[86.2 µM]
Cc1ccccc1C(=O)N1CCC2(CC1)CCN(CCc1ccccc1)c1ccccc1O2	?
Cc1sc2nc(C(C)N3CCC(C)CC3)[nH]c(=O)c2c1C (stereo not given)	-3%
CCOc1ccc(NC(=O)Cn2c(=O)n(CCc3ccccc3)c(=O)c3c4c(sc32)CN(C(C)=O)CC4)cc1	1%
COc1ccccc1CN1CCOc2cc([S+](=O)([O-])N(C)C)ccc2C1	-7%[86.2 µM]
CCN1C(C(=O)c2ccccc2)=C(OC(=O)COc2ccc(OC)cc2)c2ccccc2S1(=O)=O	?
O=C(COC(=O)c1cncc(Br)c1)Nc1nnc(-c2ccccc2)o1	-24%
Cc1ccc2nc(C)c(C)c(C(=O)NCc3nc(-c4ncccn4)no3)c2c1	28µM*
CCN(Cc1noc(C)n1)C(=O)c1coc(COc2ccc3c(c2)OCO3)n1	14%
CCCN(C(=O)Cn1c(=O)oc2cc(Cl)ccc21)c1ccc(C(C)C)cc1	-8%
CC(N(C)c1ccccc1)=[N+](C)c1ccccc1	-10%
COc1ccc2cc(S(=O)(=O)c3ccc(C(C)C)cc3)c(=O)oc2c1	?
CN1CCN(S(=O)(=O)c2cccc(C(=O)N3C[C@@H]4CCN[C@@H]4C3)c2)CC1	-3%
CCOc1ccc2c(c1)c(=O)c(S(=O)(=O)c1ccc(C)cc1)cn2Cc1ccccc1Cl	-21%
CCc1nc(SC)ncc1C(=O)NCc1cccc(Br)c1	-8%
COc1ccc(CNC(=O)Cn2ncc3c([nH]c4ccccc43)c2=O)cc1	1%
O=S(=O)(NCc1ccc(F)cc1)c1ccc2[nH]c3c(c2c1)CCCC3	?
CC(=O)Nc1ccc2oc(-c3ccccc3C)nc2c1	?
COc1ccc(-c2nnc([C@H]3CCN(C)C3)o2)cc1	?
C/C=C/Cn1c(NCC)nc2c1c(=O)[nH]c(=O)n2C	13%
CC(O)c1ccc(-c2ccc(CNC3CCCCC3)o2)cc1 (stereo not given)	28%
O=C(c1ccccc1F)N1CCn2c(nnc2C2CCNCC2)C1	?
CCOC(=O)c1nnn(CC(=O)NC(=O)Nc2ccc(F)cc2)c1C(=O)OCC	-11%
COc1ccc(-c2noc(-c3nnn4c3COC(c3ccc(Cl)cc3)C4)n2)cc1OC (stereo not given)	?
O=C(CCc1ncc(-c2ccc(F)cc2)o1)N1CCN(S(=O)(=O)c2cccc(Cl)c2)CC1	10%
O=C(Nc1ccccc1F)N1CCN(c2ccc(Cl)cc2)CC1	7%
CCC(NC(=O)NC12CC3CC(CC(C3)C1)C2)c1ccc(Cl)cc1 (stereo not given)	-5%
COC(=O)c1sc2cccc(F)c2c1S(=O)(=O)N1CCN(c2ccccc2OC)CC1	-11%
O=C(Nc1ccc2oc(-c3ccccc3)cc(=O)c2c1)c1ccccc1	-14%
COc1cccc(CNC(=O)Cn2cccc2-c2nc(-c3ccccc3)no2)c1OC	-14%
O=c1[nH]nc2n1CCC(NS(=O)(=O)c1ccc(Cl)s1)CC2 (stereo not given)	5%
Cc1nc(N2C(=O)c3oc4ccccc4c(=O)c3C2c2ccccc2F)sc1C (stereo not given)	6%[11.5 µM]
CN1CCC(N2C[C@H](O)C[C@H]2c2nc(CS(=O)(=O)c3ccc(F)cc3)no2)CC1	?
O=C(OCc1ccccc1)N1CCOCC12CCN(Cc1c[nH]c3ccccc13)CC2	-24%[86.2 µM]
Cc1cccc(-c2nc3cc(NC(=O)c4ccc(OCC(C)C)cc4)ccc3o2)c1	-13%
COc1ccccc1CNC(=O)CSc1nnc2ccc(-c3ccc4c(c3)OCO4)nn12	10%
O=C(NC1CCCc2ccccc21)c1ncc(Cl)c(Cl)c1Cl (stereo not given)	-19%
O=C(N[C@@H]1CN(Cc2c[nH]c3ccccc23)C[C@H]1CO)c1ccccc1	-22%
COc1cccc(CNC(=O)c2ccc(-c3ccc(N4CCSCC4)nc3)cc2)c1	i
Later entries:
SMILES	KDM5B inhibitor
O=C(CCc1ccnc(N2CCOCC2)c1)NCc1cnccn1	?
COc1ccc2ccc(OCc3cccc(C#N)c3)cc2c1	-1%
CCC(Oc1ccccc1)C(=O)Nc1ccc(OCc2cc(=O)n3ccccc3n2)cc1 (stereo not given)	-29%
CCCn1nc(C(=O)Nc2ccc(S(=O)(=O)C(F)F)cc2)c2ccccc2c1=O	?

Screening data from PubChem.

This is a subset, so the mix of outcomes need not match the whole.
